KDM4E inh: JMJD2E (human) inhibition. actives 1.6% (n = 230,000). Potency, µM (doses to about 57.1 µM), for inactives: at the highest dose activity change, negative = inhibition, hits mostly inhibitors. JMJD2E catalytic domain, FDH-coupled NADH fluorescence (FDH is formaldehyde dehydrogenase). B2RXH2; active = well fitted inhibition curve with a large enough effect, not every such curve was filed as active; inconclusive = small, poorly fitted or top-dose-only effect, or another doubt; inactive = no such curve, though single readings can be large or run the other way;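 also: 0% = wells with enzyme and -100% = buffer wells without enzyme; nearly all actives have a fitted effect of over 50% in size; many of its hits are not listed in these tables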
Target sequence (B2RXH2 1-337 limits assumed): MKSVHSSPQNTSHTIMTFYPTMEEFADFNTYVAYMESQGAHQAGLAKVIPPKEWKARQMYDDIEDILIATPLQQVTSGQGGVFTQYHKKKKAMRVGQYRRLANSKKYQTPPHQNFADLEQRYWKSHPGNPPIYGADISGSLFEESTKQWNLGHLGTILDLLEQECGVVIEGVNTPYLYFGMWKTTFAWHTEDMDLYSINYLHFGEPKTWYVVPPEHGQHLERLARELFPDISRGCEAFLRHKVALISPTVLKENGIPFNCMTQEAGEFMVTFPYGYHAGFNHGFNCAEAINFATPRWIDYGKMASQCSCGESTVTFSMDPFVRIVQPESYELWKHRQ
ALDH1A1 inh: ALDH1A1 (human) enzyme inhibition; Purified ALDH1A1, NADH fluorescence, propionaldehyde substrate; Potency, µM (top dose mostly 75.3 µM), without a hit: at the top dose activity, negative = inhibition, actives largely listed as inhibitors; actives 7.3% (n = 220,000); active = well fitted inhibition curve with a large enough effect, not every such curve was filed as active; inconclusive = small, poorly fitted or top-dose-only effect, or another doubt; inactive = no such curve, though single readings can be large or run the other way;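 also: plate controls were no enzyme wells and a reference inhibitor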
SMN2 splice enh: enhancers of SMN2 splice variant expression | HEK293 SMN2-luciferase splicing reporter, luminescence, 30-36 h | Potency, µM (series often up to 46.1 µM), for the others: top-dose activity change, positive = activation, most hits filed as activators | actives 2.8% (n = 210,000) | AID 1458; also: % of control where 0% means no effect; nearly all actives have a fitted effect of over 55% in size
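HEK293 cells carry an SMN2 […]–luciferase reporter in which exon 7 inclusion puts luciferase in frame. Cells were plated 10-12 h before compound addition, then incubated 30-36 h at 37C. ONE-Glo luminescence was read; sodium butyrate at 4.5 mM final served as control.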
GAA inhib: blocks human lysosomal alpha-glucosidase | AID 1466 | P10253 | purified human GAA, 4-MU-alpha-glucoside fluorescence | actives 0.005% (n = 200,000) | Potency, µM (series often up to 76.9 µM), for inactives: top-dose activity change, negative = inhibition, actives largely listed as inhibitors;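 also: plate controls were uninhibited enzyme wells for no effect and no-enzyme background for full effect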
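Fluorogenic assay: 4 nM human alpha-glucosidase with 400 uM 4-methylumbelliferyl-alpha-D-pyranoside in 50 mM citrate/phosphate, 0.005% Tween-20, pH 5.0, 20 min at room temperature. Compounds tested up to 77 uM; AC50 from Hill fits.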
aGal spleen mod: alpha-galactosidase A (human) modulation | human spleen homogenate, 4MU-alpha-Gal fluorescence, 40 min | Potency, µM (titrated, usually from 80 µM), for inactives: at the top dose activity change, negative = inhibition, most hits filed as inhibitors | actives 0.008% (n = 240,000) | AID 2107;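 also: 0% = enzyme with vehicle and -100% = no enzyme basal signal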
Target sequence (P06280 32-429 limits assumed): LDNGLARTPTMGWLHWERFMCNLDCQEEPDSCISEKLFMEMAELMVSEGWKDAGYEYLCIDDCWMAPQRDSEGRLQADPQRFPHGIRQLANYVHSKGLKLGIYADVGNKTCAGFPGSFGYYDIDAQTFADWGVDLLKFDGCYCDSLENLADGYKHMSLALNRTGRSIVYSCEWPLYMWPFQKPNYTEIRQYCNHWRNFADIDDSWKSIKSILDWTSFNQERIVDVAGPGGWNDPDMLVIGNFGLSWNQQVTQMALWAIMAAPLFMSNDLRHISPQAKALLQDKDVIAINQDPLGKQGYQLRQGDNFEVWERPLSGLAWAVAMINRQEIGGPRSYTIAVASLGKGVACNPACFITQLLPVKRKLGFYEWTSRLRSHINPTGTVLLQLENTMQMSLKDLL
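Spleen homogenate 1 ug + cpd (titration) + 4-MU-alpha-D-galactopyranoside 1 mM; 37C 40 min; 50 mM citrate/phosphate pH 5.0, 0.01% Tween-20; stop pH 10; fluorescence 365/440; AC50 via Hill.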
GoLoco inh red: blocks human Gai1 binding to RGS12 GoLoco peptide, red readout; Potency, µM (doses to about 61.6 µM), without a hit: at the highest dose activity, negative = inhibition, usual class: inhibitors; P63096; Gai1:RGS12 GoLoco peptide FP, rhodamine, 10 min; AID 880; actives 0.44% (n = 230,000); active = well fitted inhibition curve with a large enough effect, not every such curve was filed as active; inactive = no such curve, though single readings can be large or run the other way; also: % is scaled to controls: 0 for no effect and ±100 for the full control effect; nearly all actives have a fitted effect of over 30% in size; many of its hits are not listed in these tables
Target sequence (P63096 whole entry, looked up): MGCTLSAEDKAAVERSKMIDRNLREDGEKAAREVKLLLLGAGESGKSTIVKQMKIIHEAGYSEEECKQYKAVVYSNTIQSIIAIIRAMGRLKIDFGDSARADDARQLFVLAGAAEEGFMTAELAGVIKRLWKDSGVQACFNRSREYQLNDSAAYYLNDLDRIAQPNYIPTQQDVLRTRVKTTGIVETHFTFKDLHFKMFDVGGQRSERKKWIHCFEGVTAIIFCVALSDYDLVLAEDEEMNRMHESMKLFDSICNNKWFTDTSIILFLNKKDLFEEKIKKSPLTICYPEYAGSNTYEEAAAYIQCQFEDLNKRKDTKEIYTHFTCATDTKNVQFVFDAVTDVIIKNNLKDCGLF
GAA glycogen: alters human alpha-glucosidase cleavage of glycogen. actives 0.38% (n = 300,000). recombinant GAA, glycogen substrate, Amplex Red glucose oxidase fluorescence. P10253. Potency, µM (titrated, usually from 76.4 µM), for inactives: top-dose activity change, negative = inhibition, most hits filed as inhibitors;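 also: 0% = full enzyme reaction and -100% = no-enzyme basal signal; the screen sought inhibitors and activators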
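Recombinant human alpha-glucosidase (4 nM final) hydrolysed bovine liver glycogen (30 ug) for 40 min at 37 C in pH 5.0 citrate/phosphate with 0.01% Tween-20. Released glucose detected by glucose oxidase/Amplex Red, Ex 573/Em 610 nm. Compounds up to 77 uM; AC50 from Hill fits.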
aGlu spleen mod: lysosomal alpha-glucosidase (human) modulation | human spleen homogenate, 4-MU-alpha-glucoside fluorescence | Potency, µM (top dose mostly 79.9 µM), for inactives: at the top dose activity change, negative = inhibition, actives largely listed as inhibitors | actives 0.006% (n = 240,000) | AID 2112;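 also: 0% = enzyme with vehicle and -100% = no enzyme basal signal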
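Enzyme source: human spleen homogenate, 1 ug/well. Buffer 50 mM citric acid/K phosphate pH 5.0, 0.01% Tween-20. 4-MU-alpha-glucoside 1 mM; 37 C x 40 min; NaOH/glycine stop; fluorescence.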
Numbers without * were called inactive; ? = inconclusive; . = not tested or not shown; & = joins results of further samples; [ ] = another dose, or the depositor's remark. Unless noted, calls follow the shape of the dose curve; as a rule, active = well fitted curve in the direction sought with a large enough effect; inconclusive = small, poorly fitted or top-dose-only effect, or another doubt; inactive = no such curve, though single readings can be large; an effect the other way counts as inactive or inconclusive. Potency is read from the fitted curve at half-maximal effect. The list is partial, so the mix of outcomes need not match the whole.

nr	aGal spleen mod	aGlu spleen mod	GAA glycogen	SMN2 splice enh	ALDH1A1 inh	GAA inhib	KDM4E inh	GoLoco inh red	smiles
1	3%	-3%	-4%	27%	-8%	-5%	-15%	-3%	CN1CCN(Cn2cc(/C=C/C(=O)c3ccccc3)c3ccccc32)CC1
2	-9%&0%	-14%&5%	-13%	-9%	-6%	.	4%&6%	-4%&12%	CCC1=C2CC[C@H]3C(=O)N(CC)C(=O)[C@H]3[C@H]2[C@@]2(Cc3ccccc3)C(=NCc3ccccc3)OC(=O)N2C1=O
3	-5%	2%	11%	?	-15%	-2%	10%	5%	Cc1nc(-c2ccccc2)sc1C(=O)O
4	6%	3%	8%	-72%[inhibitor]	?	2%	-1%	2%	Cc1cc(Cl)c(S(=O)(=O)NCC2CCCO2)cc1OCC(=O)NC1CCCCC1 (configuration not stated)
5	3%	-3%	-4%	12%	-7%	-3%	8%	5%	CCN1CCN(CC(=O)N2N=C(c3cccs3)CC2c2ccc(OC)cc2)C(=O)C1=O (configuration not stated)
6	?	?	2%	2%	?	?	?	3%	Cc1ccc(S(=O)(=O)NC(C(=O)Oc2ccc3ccc(=O)oc3c2)c2ccccc2)cc1 (configuration not stated)
7	-5%	-7%	.	0%	26%	.	.	3%	CCNS(=O)(=O)c1ccc(C)cc1
8	-2%	-6%	0%	.	.	.	?	24%	Cc1onc(C(=O)Nc2c(C)n(C)n(-c3ccccc3)c2=O)c1[N+](=O)[O-]
9	-2%	-16%	-3%	2%	-5%	-7%	5%	7%	COc1ccc(N2C(=O)CC(N3CCN(S(=O)(=O)c4ccc(Cl)cc4)CC3)C2=O)cc1 (configuration not stated)
10	-6%	-1%	-6%	.	.	.	-6%	-9%	NC(=O)C1CCN(c2c([N+](=O)[O-])cc(C(F)(F)F)cc2[N+](=O)[O-])CC1
11	2%	4%	-10%	?	5µM*	-6%	-6%	-6%	COc1ccc(OC)c(S(=O)(=O)N2CCC(C(=O)NCCc3ccccc3)CC2)c1
12	-2%	0%	-6%	-13%	9%	-9%	0%	0%	COc1cccc(/C=c2\s/c(=C/C(=O)c3ccc(C)cc3)[nH]c2=O)c1OC
13	?	-26%	-2%	-1%	?	-6%	-24%	7%	COC(=O)c1c(-c2cccs2)csc1NC(=O)c1cccnc1
14	4%	1%	3%	-37%[inhibitor]	-6%	-4%	?	11%	CC1CN(S(=O)(=O)c2ccc(C(=O)Nc3nnc(-c4ccco4)o3)cc2)CC(C)O1 (configuration not stated)
15	5%	-4%	-1%	-34%[inhibitor]	?	5%	-3%	3%	CC1=NN(c2cccc(Cl)c2)C(=O)C12CC(C)=C(C)CS2 (configuration not stated)
16	1%	0%	-16%	7%	7%	-3%	2%	10%	COc1ccc(C(=O)Oc2ccc(C(C)=O)cc2)c(OC)c1
17	2%	-5%	11%	-24%	-7%	-2%	2%	5%	c1ccc2sc(NC3=NCN(C4CCCCCC4)CN3)nc2c1
18	5%	-2%	0%	-9%	3%	2%	11%	1%	O=C(CCc1ccccc1)N1CCCN(C(=O)CCc2ccccc2)CC1
19	17%	-3%	9%	-9%	0%	-4%	-10%	6%	CCOC(=O)N(NC(=O)C(O)(CC(C)C)CC(C)C)c1ccccc1
20	2%	-2%	7%	-7%	?	-4%	3%	-4%	CCOC(=O)N1CCC(NC(=O)CCC(=O)N2CCOc3ccc(Cl)cc32)CC1
21	3%	-1%	7%	-32%[inhibitor]	?	-10%	-3%	7%	COC(=O)c1ccc(OS(=O)(=O)c2ccc(NC(C)=O)cc2)cc1
22	?	8%	13%	29%	-12%	-13%	?	5%	Cc1cc(Cl)c(S(=O)(=O)Nc2ccccn2)cc1OCC(N)=O
23	-5%	-6%	25µM*	.	.	.	?	1%	Oc1ccc(N2CCN(c3nc(-c4cccs4)nc4ccccc34)CC2)cc1
24	2%	-1%	-1%	.	?	4%	3%	12%	CC(C)CCNc1c(-c2cccs2)nc2ccccn12
25	-3%	-1%	2%	.	2%	-3%	-7%	17%	COc1cccc(CNC(=O)CCC2CCCN(C/C=C/c3ccccc3OC)C2)c1 (configuration not stated)
26	0%	-10%	1%	0%	-7%	-2%	2%	2%	CCCCN1C(=O)Nc2ccccc2S1=O (configuration not stated)
27	-12%	7%	1%	20%	0%	3%	1%	-5%	Cc1ccccc1NC(=O)NNC(=O)OC(C)(C)C
28	?	?	11%	-7%	?	?	?	4%	O=C(Oc1cc2oc(=O)c3c(c2cc1Cl)CCCC3)c1cccs1
29	4%	0%	-13%	-18%	1%	-10%	?	12%	CC(c1ccccn1)N(CCN(C)C)C(=S)Nc1cccc(F)c1 (configuration not stated)
30	0%	-11%	-6%	.	7%	1%	11%	7%	COc1cc2c(cc1OC)CC1(CCCCC1)N=C2
31	-3%	-5%	-18%	13%	-8%	-4%	4%	-8%	CCOC(=O)C1=C(C)NC(=O)C1CC(=O)O (configuration not stated)
32	2%	3%	1%	5%	4%	3%	0%	6%	CN(CC(O)COCc1ccc2c(c1)OCO2)C1CCCCC1 (configuration not stated)
33	6%	-1%	-7%	-22%	-12%	8%	-4%	-2%	COc1ccc(NC(=O)CCCn2cc([N+](=O)[O-])cn2)cc1
34	3%	7%	-14%	16%	5%	?	1%	10%	O=c1[nH]ncc(N2CCCC2)c1Cl
35	-3%	-17%	13%	-24%	16%	-7%	4%	4%	Cc1noc(C)c1S(=O)(=O)N1CCC(C(=O)NC2CCN(Cc3ccccc3)CC2)CC1
36	6%	1%	5%	-4%	2%	5%	-8%	6%	O=C(NCCCN1CCN(c2ccccc2F)CC1)C1CCC(=O)N1C1CCCC1 (configuration not stated)
37	-8%	-3%	-8%	21%	1%	4%	0%	-10%	CCOC(=O)C1CCN(S(=O)(=O)Cc2ccc(Cl)cc2)CC1
38	0%	4%	?	0%	13%	0%	-6%	14%	CCC1C(=O)N=C(SCC(=O)Nc2nc3ccccc3s2)NC1=O (configuration not stated)
39	-17%	-5%	7%	?	1%	-8%	9%	7%	CCCc1cc(C(=O)Nc2nnc(C)s2)cs1
40	3%	2%	-9%	-1%	0.35µM*	-34%	3%	-12%	Cc1ccc(NC(=O)Cn2c(O)c(N=NS(=O)(=O)c3ccc(C)cc3)c3ccccc32)cc1
41	3%	-2%	3%	19%	-7%	1%	7%	1%	N#CCCCSc1nnnn1-c1cccc(Cl)c1
42	8%	3%	2%	.	-2%	-8%	8%	19%	Cc1ccc(CN2CCN(Cc3c[nH]c4ccccc34)CC2CCO)o1 (configuration not stated)
43	1%	-3%	0%	-7%	?	-10%	-4%	-8%	CCNC(=O)c1sc(=S)n(CC)c1N
44	-2%	-3%	?	12%	9%	-1%	-6%	1%	O=C(O)Cc1csc(Nc2cccc(Cl)c2)n1
45	0%	2%	-3%	-6%	?	-9%	2%	-20%	COc1cccc(OCc2nnc(SC)n2C)c1
46	2%	2%	-5%	.	.	.	-1%	-3%	O=C(CN1CCCc2ccccc21)N/N=C/c1ccc(F)cc1F
47	10%	-16%	0%	1%	-6%	-12%	3%	-9%	CC1CN(C(=O)c2cccc(S(=O)(=O)N3CCOCC3)c2)CC(C)O1 (configuration not stated)
48	-3%	4%	0%	.	.	.	-5%	3%	O=C(C1CC1)N1CCc2sccc2C1c1ccc(Cl)cc1 (configuration not stated)
49	-4%	-3%	7%	22%	?	?	-8%	6%	CC(=O)c1ccc(S(=O)(=O)Nc2cccc(-c3ccc4nncn4n3)c2)cc1
50	1%	-19%	-10%	-31%[inhibitor]	-6%	-2%	-1%	6%	CC1CCc2c(sc3ncnc(NCCCOC(C)C)c23)C1 (configuration not stated)
51	0%	3%	1%	6%	8%	1%	3%	27%	Cc1ccc(C(=O)Nc2ccc(N3CCN(C)CC3)nc2)cc1
52	3%	2%	-11%	.	8%	-9%	-38%	9%	CC(C)N(Cc1nccn1C)C(=O)CCc1nnc(CCCc2ccccc2)o1
53	9%	2%	-11%	-39%&-33%[inhibitor]	0%	?	-10%	-4%	Cc1cccc(N2CCN(C(=O)C3CCN(S(=O)(=O)c4c(C)noc4C)CC3)CC2C)c1 (configuration not stated)
54	0%	0%	-26%	10%	4µM*	7%	?	7%	Cc1nn(C)c(Sc2ccccc2N)c1[N+](=O)[O-]
55	9%	6%	2%	.	.	.	4%	5%	CCN(CC)C(=O)Cn1ccc(NC(C)=O)nc1=O
56	-11%	-11%	5%	20%	-6%	-3%	-8%	0%	Nc1c(N=Nc2ccccc2F)c(=O)[nH]n1-c1ccccc1

Fetched by structure from the list above, 3 records:
nr	aGal spleen mod	aGlu spleen mod	GAA glycogen	SMN2 splice enh	ALDH1A1 inh	GAA inhib	KDM4E inh	GoLoco inh red	smiles
49	-4%	-3%	7%	22%	?	?	-8%	6%	CC(=O)c1ccc(S(=O)(=O)Nc2cccc(-c3ccc4nncn4n3)c2)cc1
54	0%	0%	-26%	10%	4µM*	7%	?	7%	Cc1nn(C)c(Sc2ccccc2N)c1[N+](=O)[O-]
52	3%	2%	-11%	.	8%	-9%	-38%	9%	CC(C)N(Cc1nccn1C)C(=O)CCc1nnc(CCCc2ccccc2)o1

The listing continues:
nr	aGal spleen mod	aGlu spleen mod	GAA glycogen	SMN2 splice enh	ALDH1A1 inh	GAA inhib	KDM4E inh	GoLoco inh red	smiles
57	-5%	-2%	1%	-10%	-7%	-2%	-7%	2%	O=C(C[n+]1cccc(CNC(=O)c2ccc(OC(F)F)cc2)c1)Nc1ccc(SC(F)F)cc1
58	18%	7%	-12%	.	.	.	-5%	12%	CC(=O)NCCNC(=O)c1ccc(NC2=NC3CS(=O)(=O)CC3S2)cc1 (configuration not stated)
59	1%	-2%	6%	.	-11%	-3%	1%	7%	c1cc(-c2noc(CC3CCCCC3)n2)ccn1
60	4%	-2%	-9%	-11%	14µM*	-13%	-4%	-8%	CC1=C(C(=O)Nc2ccc([N+](=O)[O-])cc2)C(c2cccc(C(F)(F)F)c2)NC(=S)N1c1ccccc1 (configuration not stated)
61	0%	-4%	-2%	26%	2%	-1%	8%	-15%	COCCCNC(=O)c1cccc(OC)c1OC
62	3%	6%	-12%	-6%	?	4%	-7%	15%	COc1ccc(-c2cn3c(C)c(C(=O)NCCN4CCOCC4)sc3n2)cc1
63	5%	-1%	8%	16%	8%	-1%	-1%	-8%	Cn1nc(-c2ccccc2)c(C(=O)Nc2ccc(C(F)(F)F)cc2)c1Cl
